Screening data: PubChem BioAssay, several laboratories
ANO1 activ: TMEM16A chloride channel activators or potentiators, primary screen, cell-based, HTS | B-score at 10 µM | HEK293 TMEM16A/YFP-H148Q/I152L, iodide quench fluorescence; stronger effect = lower value | 340,000 compounds, 0.3% hits;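 active means fluorescence-ratio B-score plate-corrected deviation score at least 3 library SD below zero, with starting fluorescence score within 5 deviations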;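 further: channel opened by trigger with iodide after compound preincubation; score built on the fluorescence ratio of max minus min over baseline; more negative score means more quench and so TMEM16A activation or potentiation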
KCNQ1 inh: inhibitors of human KCNQ1 channel, primary screen, cell-based, thallium flux, high-throughput. Potassium voltage-gated channel subfamily KQT member 1 (Homo sapiens), P51787. CHO-K1 KCNQ1, FluxOR thallium flux fluorescence; stronger effect = higher value. B-score at 10 µM. 310,000 compounds, 1.3% hits;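 active means compounds whose thallium flux B-score, printed positive for inhibition, exceeds three library SD while starting fluorescence stays within three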;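 further: channel opened by potassium depolarization with thallium stimulus after 20 min compound exposure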
RGS4 act: RGS4 potentiators or activators, primary screen, cell-based, HEK293 M3R inducible RGS4, calcium flux | carbachol calcium flux Fluo4; stronger effect = lower value | 310,000 compounds, 0.92% hits | B-score at 10 µM;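 active means B-score of the integrated calcium signal more than 4 SD below the library mean, with starting fluorescence not abnormally high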;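 further: negative B-score means reduced calcium response which marks RGS4 activation or potentiation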
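test system = HEK293 cells with stable M3R and inducible RGS4 | schedule = recording 10 s baseline at 1 Hz, 100 s post-agonist | technique = Fluo4-AM (2 µM) calcium-flux fluorescence, kinetic read | measure = Agonist-evoked peak-minus-minimum fluorescence over baseline, integrated ratio, B score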
KCNK3 block: human KCNK3 channel inhibitors, primary screen, CHO cells, FluxOR thallium flux, B-score; Potassium channel subfamily K member 3 (Homo sapiens), O14649; FluxOR fluorescence; stronger effect = lower value; B-score at 10 µM; 340,000 compounds, 0.84% hits; AID 602410, 2012;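 active means B-score under library mean minus 4 SD, starting fluorescence ratio at most library mean plus 5 SD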;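 further: more negative B-score means stronger inhibition of thallium flux through KCNK3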
KCNK9 inh: KCNK9 potassium channel inhibitors, primary screen, HEK293 cells, thallium flux. FluxOR thallium flux fluorescence; stronger effect = lower value. B-score at 10 µM. Potassium channel subfamily K member 9 (Homo sapiens), Q9NPC2. 310,000 compounds, 1.2% hits;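 active means ratio B-score over 3 SD below the library mean, with starting fluorescence within 5 SD of its mean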;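 further: negative B-score means less thallium flux so channel inhibition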
SKKanGAS inh: S. pyogenes SKKanGAS growth inhibitors in kanamycin, primary screen, streptokinase expression inhibitor project, SKKanGAS strain, BacTiter-Glo luminescence; inhibition, % at 7.5 µM; 300,000 compounds, 1.3% hits; 6 h;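 active means mean replicate score, as percent of positive control median, at least 50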;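 further: strain carries kanamycin resistance gene driven by streptokinase promoter and grows in 40 µg/ml kanamycin; loss of luminescence reflects streptokinase promoter inhibition or plain growth inhibition; 0% = median of DMSO wells and 100% = positive control at its reference dose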
KCNQ1 pot: potentiators or activators of KCNQ1 channel, primary screen, cell-based, thallium flux, high-throughput | CHO-K1 KCNQ1, thallium flux FluxOR fluorescence; stronger effect = higher value | B-score at 10 µM | 310,000 compounds, 0.35% hits | AID 2648, 2010;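 active means fluorescence ratio B-score, a plate-corrected score, at least three library SD, with initial intensity B-score within 5 SD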
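System: CHO-K1 cells stably expressing KCNQ1 / Medium: assay buffer for compound exposure, DMSO matched across wells / Reagent: thallium- and potassium-containing depolarizing buffer / Compound: one concentration, matched DMSO / Incubation: 20 min compound pretreatment at room temperature / Measured by: kinetic FluxOR fluorescence, 10 s baseline plus 110 s post-stimulus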
TMEM16A inh: TMEM16A chloride channel inhibitors, primary screen, cell-based, HTS; HEK293 TMEM16A/YFP iodide influx fluorescence, ionomycin; AID 588511, 2011; normalized B-score (activity score, 25-100; higher = stronger inhibition) at 10 µM; Anoctamin-1 (Mus musculus), Q8BHY3; 310,000 compounds, 1.2% hits;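 active means ratio plate-corrected score three or more library SD toward inhibition, starting fluorescence score within five deviations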;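 further: score derived from kinetic fluorescence span divided by baseline fluorescence per well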
hERG rescue: hERG rescue from dofetilide block, primary screen, cell-based, CHO-hERG, FluxOR thallium flux, dofetilide IC70. AID 1511, 2009. 310,000 compounds, 0.51% hits. dofetilide IC70 present. activation (rescue from dofetilide block), less the hit threshold, % at 10 µM;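 active means activation above the mean of controls blocked by dofetilide plus 5 SD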;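 further: thallium influx through hERG after potassium depolarization seen as dye fluorescence rise; in these data hits start at about 4.7%; inactives centre near -7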
Target sequence (Q12809 whole entry, looked up): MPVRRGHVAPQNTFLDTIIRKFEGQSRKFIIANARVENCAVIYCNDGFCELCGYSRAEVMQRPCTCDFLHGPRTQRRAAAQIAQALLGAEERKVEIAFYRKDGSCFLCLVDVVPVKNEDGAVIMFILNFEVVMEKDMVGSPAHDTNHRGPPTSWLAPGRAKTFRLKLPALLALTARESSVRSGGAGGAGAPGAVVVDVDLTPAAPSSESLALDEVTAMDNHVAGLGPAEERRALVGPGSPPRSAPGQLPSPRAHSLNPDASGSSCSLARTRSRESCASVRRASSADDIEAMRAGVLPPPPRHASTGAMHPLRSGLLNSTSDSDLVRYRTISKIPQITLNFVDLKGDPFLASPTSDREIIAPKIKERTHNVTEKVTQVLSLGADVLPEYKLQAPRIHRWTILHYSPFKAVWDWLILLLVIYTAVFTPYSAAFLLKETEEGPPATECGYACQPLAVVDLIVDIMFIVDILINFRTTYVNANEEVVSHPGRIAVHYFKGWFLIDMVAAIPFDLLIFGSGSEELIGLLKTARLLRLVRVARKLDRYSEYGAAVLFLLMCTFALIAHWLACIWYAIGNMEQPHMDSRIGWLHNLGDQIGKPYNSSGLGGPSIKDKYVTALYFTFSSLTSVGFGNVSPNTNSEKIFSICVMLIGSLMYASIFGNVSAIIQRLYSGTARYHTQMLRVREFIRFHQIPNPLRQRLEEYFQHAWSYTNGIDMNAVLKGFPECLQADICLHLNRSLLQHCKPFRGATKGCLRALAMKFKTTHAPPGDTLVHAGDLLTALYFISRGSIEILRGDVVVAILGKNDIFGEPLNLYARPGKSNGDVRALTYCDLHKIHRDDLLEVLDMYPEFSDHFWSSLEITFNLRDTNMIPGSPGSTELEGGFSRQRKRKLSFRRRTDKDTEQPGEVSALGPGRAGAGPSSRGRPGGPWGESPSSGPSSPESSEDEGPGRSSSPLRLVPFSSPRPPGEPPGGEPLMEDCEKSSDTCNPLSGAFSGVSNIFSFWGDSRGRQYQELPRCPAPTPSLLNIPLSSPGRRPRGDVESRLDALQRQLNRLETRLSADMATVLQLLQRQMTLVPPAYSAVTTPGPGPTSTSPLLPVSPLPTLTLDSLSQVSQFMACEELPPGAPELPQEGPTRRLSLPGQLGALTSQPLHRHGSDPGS
RGS4 inh: RGS4 inhibitors, primary screen, cell-based, HEK293 M3R inducible RGS4, calcium flux; B-score at 10 µM; AID 463165, 2010; 310,000 compounds, 0.45% hits; Regulator of G-protein signaling 4 (Homo sapiens), P49798; Fluo-4 calcium flux; stronger effect = higher value; triggered by carbachol at its EC20;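 active means B-score, a plate-corrected calcium signal, over three deviations above library mean, with baseline fluorescence within five deviations of library mean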;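 further: RGS4 expression induced by doxycycline in cells with stable M3 receptor; B-score is computed from the integrated fluorescence ratio over baseline after carbachol; higher B-score means a larger calcium signal and so more RGS4 inhibition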
HDAC3 inh: HDAC3 deacetylase inhibitors, primary screen, biochemical, fluorescence, cell-free homogeneous; 320,000 compounds, 0.15% hits; recombinant HDAC3, fluorogenic peptide/trypsin coupled; Histone deacetylase 3 (Homo sapiens), O15379; inhibition, % at 8.3 µM; in the data active means inhibition above about 26%, passing the limit was not always enough
* hit, by the source's call; i = inactive; / = not tested or not shown.

SMILES	ANO1 activ	KCNQ1 inh	RGS4 act	KCNK3 block	KCNK9 inh	SKKanGAS inh	KCNQ1 pot	TMEM16A inh	hERG rescue	RGS4 inh	HDAC3 inh
CC(=O)c1cccc(NC(=O)/C(=C\c2ccco2)NC(=O)c2cccs2)c1	i	i	i	i	i	9	i	i	-7	i	7
NS(=O)(=O)c1ccc(NC(=O)CSc2ccc3ccccc3n2)cc1	i	i	i	i	i	0	i	i	-12	i	0
COc1ccc(CC(=O)Nc2ccncc2Cl)cc1	i	i	i	i	i	1	i	i	-9	i	-2
c1ccc(CCN2CN=C(Nc3nc4ccccc4o3)NC2)cc1	i	i	i	i	i	4	i	i	-11	i	4
C[C@@H]1O[C@@H](OC2C(O)C(OCCc3ccc(O)c(O)c3)OC(CO)C2OC(=O)/C=C/c2ccc(O)c(O)c2)[C@H](O)[C@H](O)[C@H]1O (some centres not stated)	/	i	i	/	i	1	i	i	-6	i	1
CCOc1ccc(NC(=O)c2ccc(NC(=O)c3ccc(CN4CCOCC4)cc3)cc2)cc1	i	i	i	i	i	-9	i	i	-14	i	-3
CCC(=O)NC(=S)Nc1ccc(N2CCOCC2)cc1	i	i	i	i	i	7	i	i	-4	i	-7
CCOC(=O)c1c(C)n(-c2ccccc2)c2ccc(OCCN(C)C)cc12	i	i	i	i	i	7	i	i	-4	i	-1
COc1ccc(CNC(=O)C2(C)Cc3ccccc3C(=O)O2)cc1 (configuration not stated)	i	i	i	i	i	6	i	i	-10	i	2
COc1ccccc1C#Cc1ccc2c(=O)c3ccccc3n(C)c2c1	i	i	i	i	-9.7*	6	i	i	-23	i	5
COCCN(C(=O)Cc1cccs1)C(C(=O)NCc1ccc(OC)cc1)c1ccc(OC)cc1 (configuration not stated)	i	i	i	i	i	-2	i	i	-9	i	0
CC(C)c1nc(C(=O)N2CCCC(N3CCN(c4cccc(Cl)c4)CC3)C2)cs1 (configuration not stated)	i	i	i	i	i	1	i	i	-7	i	0
O=C(NCCCN1CCOCC1)c1onc(CSc2ccccc2)c1C(=O)NCCCN1CCOCC1	i	i	i	i	i	2	i	i	-7	i	-5
COc1cc(C(=O)NCC(=O)OCn2nnc3ccccc3c2=O)cc(OC)c1OC	i	i	i	i	i	-17	i	i	-21	i	-9
Cc1ccc(C(=O)CSc2nnc3ccccn23)c(C)c1	i	i	i	i	i	-9	i	i	-12	i	-1
CCOC(=O)Cc1csc(SCC(=O)Nc2cc(C)ccc2OC)n1	i	i	i	i	i	-1	i	i	-8	i	-4
O=C(CS(=O)(=O)c1cn(CC(=O)N2CCOCC2)c2ccccc12)NCc1ccccc1	i	i	i	i	i	-2	i	i	-12	i	-3
OCCN(Cc1nc(-c2ccc3c(c2)OCO3)no1)Cc1cccs1	i	i	i	i	i	2	i	i	-14	i	-2
COC(=O)c1c(NC(=O)c2c(Cl)cnn2C)sc(C)c1C	i	i	i	i	i	-1	i	i	-6	i	-8
N#C/C(N=Nc1ccccc1O)=N\Nc1ccccc1O	i	6*	i	i	-8.7*	36	i	100*	-37	i	-6
COc1ccc(NC(=O)CSc2nnc(NC(=O)C3CCC3)s2)cc1	i	i	i	i	i	-2	i	i	-2	i	3
Cc1ccc(N2C(=O)N3[C@H]4c5ccccc5OC[C@@H]4[C@@H](c4ccccc4)[C@@]3(C)C2=O)cc1	i	i	i	i	i	0	i	i	-10	i	0
C=CCSc1nnc2c(n1)OC=Nc1ccccc1-2	i	i	i	i	i	0	i	i	-5	i	-6
COc1cccc(/C=C(/C(=O)OCC(=O)NC2CCCC(C)C2C)c2ccccc2)c1 (configuration not stated)	i	10*	i	i	-9.3*	65*	i	i	-30	i	11
CCOc1ccc(S(=O)(=O)N2CCC(C(=O)NCc3ccco3)CC2)cc1	i	i	i	i	i	14	i	i	-9	i	3
CCn1c(=O)cc(O)c2ccccc21	i	i	i	i	i	7	i	i	-2	i	3
CCOC(=O)c1c(NC(=O)CN2CCN(C(=O)c3ccco3)CC2)sc(C)c1C	i	i	i	i	i	27	i	i	-2	i	3
COc1cccc(-c2nc(NCc3ccccc3)c3ccccc3n2)c1O	i	i	i	i	i	-1	i	i	-10	i	14
CCOc1ccc(C(=O)Nc2cccc(-c3ccc(N4CCOCC4)nn3)c2)cc1OCC	i	i	i	i	i	7	i	i	-9	i	-3
CC1(C)CC(NC(=O)COc2ccccc2Cl)CC(C)(C)N1	i	i	i	i	i	6	i	i	-7	i	-4
Cc1ccccc1N(C(=O)c1snc(C(N)=O)c1N)C(C(=O)NCC1CCCO1)c1ccc(N(C)C)cc1 (configuration not stated)	i	i	i	i	i	3	i	i	-19	i	1
Cc1cc(C)nc(NS(=O)(=O)c2ccc(NC(=O)c3cc(-c4ccccc4)nc4ccccc34)cc2)n1	i	i	i	i	i	2	i	i	-9	i	3
Cn1cc(/C=C2\SC(=O)N(c3ccccc3)C2=O)c2ccccc21	i	i	i	i	i	-8	i	i	2	i	3
C/C(=N\N1CCN(C2c3ccccc3-c3ccccc32)CC1)c1ccncc1	i	i	i	i	i	38	i	i	1	i	-6
COc1ccc(C(=O)NCC(=O)N2CCc3ccccc3C2)cc1	i	i	i	i	i	4	i	i	-7	i	3
C#Cc1cccc(-n2nnc(C(=O)OC)c2-c2ccccc2)c1	i	i	i	i	i	-9	i	i	-6	i	-6
Cc1cc2nc3ccc(N(C)C)cc3nc2cc1N	i	i	i	i	i	12	i	i	-9	i	9
CCOc1ccc(C(=S)NC2CCCCC2)cc1	i	i	i	i	i	-7	i	i	-5	i	12
Nc1nnc(-c2ccc(Cl)c([N+](=O)[O-])c2)s1	i	i	i	i	i	-6	i	i	-17	i	0
CC(Oc1cccc(Cl)c1)C(=O)Nc1cc(=O)n(C)c(=O)n1C (configuration not stated)	i	i	i	i	i	-6	i	i	-8	i	4
CC(NCC(O)COCc1ccc(Cl)cc1)c1ccccc1 (configuration not stated)	i	i	i	i	i	14	i	i	-10	i	-2
CCN1CCN(C(=O)c2ccc3c(c2)N(Cc2ccccc2)C(=O)c2ccccc2S3=O)CC1 (configuration not stated)	i	i	i	i	i	-4	i	i	-6	i	/
CCCCCCc1c(O)nc(SCCN(C)C)[nH]c1=O	i	i	i	i	i	-20	i	i	-10	i	/
COc1cc(/C=C\C(=O)NCc2ccc3[nH]c(C)cc3c2)cc(OC)c1OC	i	i	i	i	i	5	i	i	-11	i	-3
Cc1ccc(S(=O)(=O)NN=C2C3CC4CC(C3)CC2C4)cc1	i	i	i	i	i	-10	i	i	-14	i	/
CCOc1cccc(C2NC(=S)NC(C)=C2C(=O)Nc2ccccc2)c1 (configuration not stated)	i	i	i	i	i	-19	i	i	-7	i	2
COc1cc(/C=N/NC(=O)c2ccc(CSc3nc4ccccc4[nH]3)cc2)cc(OC)c1OC	i	i	i	i	i	17	i	i	-4	i	12
CCc1ccc2oc(C(=O)N3CCN(c4ccccc4OC)CC3)cc(=O)c2c1	i	i	i	i	i	3	i	i	-4	i	4
S=C(NCC1COc2ccccc2O1)Nc1ccccc1 (configuration not stated)	i	i	i	i	i	-4	i	i	-18	i	-5
O=C(Nc1ccc(F)cc1)c1ccccc1S(=O)(=O)c1ccccc1[N+](=O)[O-]	i	i	i	i	i	-6	i	i	3	i	2

Remaining list, next part.
SMILES	ANO1 activ	KCNQ1 inh	RGS4 act	KCNK3 block	KCNK9 inh	SKKanGAS inh	KCNQ1 pot	TMEM16A inh	hERG rescue	RGS4 inh	HDAC3 inh
O=C(COC(=O)CCN1C(=O)c2ccccc2C1=O)Nc1ccc(S(=O)(=O)N2CCCC2)cc1	i	i	i	i	i	-1	i	i	-9	i	1
Nc1ccn(-c2ccc(Cl)cc2)c(=O)c1	i	i	i	i	i	-2	i	i	-6	i	-9
COc1cc2c(c(OC)c1OC)-c1c(cc(OC)c(OC)c1OC)C[C@](C)(O)[C@@H](C)C2	i	i	i	i	i	-2	i	i	-3	i	2
Cc1ccc(N(C)C(=O)CCNC(=O)Cn2cnc3ccccc3c2=O)cc1C	i	i	i	i	i	-5	i	i	-9	i	2
CCOC(=O)CSc1nc2ccsc2c(=O)[nH]1	i	i	i	i	i	7	i	i	-2	i	-1
O=C(CSc1nnc2ccccn12)Nc1cccc(S(=O)(=O)N2CCOCC2)c1	i	i	i	i	i	5	i	i	-7	i	-5
COc1ccc(/C=N/NC(=O)c2ccn[nH]2)cc1CSc1ccccn1	i	i	i	i	i	4	i	i	-7	i	2
Cc1cc(NC(=O)CCC(=O)N(Cc2ccco2)C2(C(=O)NC3CCCCC3)CCCC(C)C2)no1 (configuration not stated)	i	i	i	i	i	-1	i	i	-12	i	3
O=C1NCC(O)=C1C=NCCCO	i	i	i	i	i	-3	i	i	-6	i	6
Cc1[nH]c2ccc(C(=O)N3CCN(Cc4ccccc4)CC3)cc2c1C	i	i	i	i	i	1	i	i	-6	i	6
CCCCCn1c(=O)[nH]c2cc(C(=O)NCCCN(CC)CC)ccc2c1=O	i	i	i	i	i	1	i	i	-3	i	3
COc1ccc(-c2c(NC(C)=O)n(C)c3ccccc3c2=O)cc1	i	i	i	i	i	-1	i	i	-10	i	12
COc1ccc(C2/C=C\CN(C(=O)OCc3ccccc3)CC(=O)N2Cc2ccc(F)cc2)cc1 (configuration not stated)	i	i	i	i	i	6	i	i	-14	i	3
COc1ccc(S(=O)(=O)n2cnc3cc(C)c(C)cc32)cc1	i	i	i	i	i	3	i	i	-13	i	-7
CCOc1ccc(NS(=O)(=O)c2ccc(C(=O)NCCCN3CCCC3=O)cc2)cc1	i	i	i	i	i	5	i	i	-11	i	9
COc1ccccc1N1CCN(C(=O)c2ccc(Cl)c(S(=O)(=O)N3CCOCC3)c2)CC1	i	i	i	i	i	-6	i	i	-9	i	-11
